Screening results from PubChem BioAssay.
PhoP GFP inhibition: PhoP regulon inhibitors, Salmonella typhi PhoP promoter GFP reporter, confirmatory (AID 1850); Salmonella Typhi PhoP-promoter GFP reporter, fluorescence, 4 h; higher % means a stronger effect; one-dose inhibition, % at 50 µM; IC50 in µM for titrated hits; hit rate 0.33% among 310,000; in the data active = a potency from the dose series; inconclusive = inhibition mostly from about 25% at the one dose, without a potency; inactive = the rest, 99 in 100 with inhibition below about 19%;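 note: 0% = induced wells with vehicle and 100% = uninduced wells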
M. tuberculosis: growth inhibition of non-replicating M. tuberculosis (AID 488890); Mycobacterium tuberculosis non-replicating, growth inhibition; higher % means a stronger effect; one-dose inhibition, % at 25 µM; IC50 in µM for titrated hits; hit rate 0.39% among 320,000; in the data active = a potency from the dose series; inconclusive = inhibition mostly from about 82% at the one dose, without a potency; inactive = the rest, 99 in 100 with inhibition below about 76%;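 note: plate controls were DMSO cells for no effect and high antibiotic wells for full effect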
H37Rv inhibition: M. tuberculosis growth inhibition, HTS (AID 449762). M. tuberculosis H37Rv growth inhibition, 7H9 media; higher % means a stronger effect. inhibition, % at 25 µM, or IC50 in µM where a hit was titrated. hit rate 0.59% among 330,000; in the data active = a potency from the dose series; inconclusive = inhibition above about 70% without an active follow-up result;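 note: bacterial growth assessed after seven days of incubation; strong numbers were not always called active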
influenza NS1A: H1N1 influenza NS1A inhibitors, functional cell based assay (AID 504329); NS1A functional cell-based assay, percent inhibition; higher % means a stronger effect; inhibition, % at 12.5 µM, or IC50 in µM where a hit was titrated; hit rate 0.3% among 340,000; in the data active = a potency from the dose series; inconclusive = inhibition above about 27% without an active follow-up result; note: strong numbers were not always called active
VEEV TC-83 Vero: inhibitors of VEEV TC-83 cytopathic effect, confirmation, Vero cells (AID 588727) | hit rate 0.13% among 350,000 | inhibition, % at 20 µM, or IC50 in µM where a hit was titrated | Vero cells, VEEV TC-83 cytopathic effect inhibition; higher % means a stronger effect; in the data active = a potency from the dose series; inconclusive = inhibition mostly from about 14% at the one dose, without a potency; inactive = the rest, 99 in 100 with inhibition below about 12%; note: strong numbers were not always called active
* = called active by the depositor. Rows were taken by chance; about 1.4% have a hit in one of these screens.

For O=C(O)COCC(=O)NC1CCN(Cc2ccccc2)CC1 the results were PhoP GFP inhibition 0%, M. tuberculosis -17%, H37Rv inhibition -6% and VEEV TC-83 Vero inactive.
For CCOC(=O)c1ccc2c(c1)nc(SCc1cn3ccsc3n1)n2CC the results were PhoP GFP inhibition 0%, M. tuberculosis 45%, H37Rv inhibition -1%, influenza NS1A -1% and VEEV TC-83 Vero 12%.
Screening COc1ccc(N2C(=O)CNC2=S)cc1 returned PhoP GFP inhibition 0%, M. tuberculosis 28%, H37Rv inhibition 0%, influenza NS1A -6% and VEEV TC-83 Vero 2.4%.
Cc1cc(NS(=O)(=O)c2ccc(NC(=S)NC(=O)c3ccc(F)cc3)cc2)no1 was read as PhoP GFP inhibition 3%, M. tuberculosis 67%, H37Rv inhibition 2%, influenza NS1A 24% and VEEV TC-83 Vero 2.7%.
CS(=O)(=O)N(Cc1ccc(C(=O)NC2CCCC2)cc1)c1ccccc1 was read as PhoP GFP inhibition -4%, M. tuberculosis 4%, H37Rv inhibition 1%, influenza NS1A -5% and VEEV TC-83 Vero 1.1%.
CCC(=O)NCC(c1ccco1)N1CCN(c2ccc(OC)cc2)CC1 (stereo not given) was read as PhoP GFP inhibition 18%, M. tuberculosis 0%, H37Rv inhibition -8%, influenza NS1A -2% and VEEV TC-83 Vero 2.6%.
COc1ccc(OC)c(-c2cc(C(=O)Nc3c(C)nn(Cc4ccccc4C)c3C)no2)c1 was read as PhoP GFP inhibition -6%, M. tuberculosis 27%, H37Rv inhibition 12%, influenza NS1A 10% and VEEV TC-83 Vero inactive.
`CCOC(=O)C(C)Sc1nc(-c2ccccc2)nc2ccccc12` (stereo not given) gave PhoP GFP inhibition -9%, M. tuberculosis 3%, H37Rv inhibition 10%, influenza NS1A 6% and VEEV TC-83 Vero 2.2%.
Nc1nccc(SCc2ccccc2)n1 was read as influenza NS1A -19% and VEEV TC-83 Vero 0.5%.
Screening CC(=O)N1CCN(C(=O)c2cc3c(s2)CCCC3)CC1 returned influenza NS1A -1% and VEEV TC-83 Vero 0.5%.
COc1ccc(CNC(=O)Cn2c(=O)oc3ccccc32)cc1OC was read as PhoP GFP inhibition 7%, M. tuberculosis 0%, H37Rv inhibition 1%, influenza NS1A -8% and VEEV TC-83 Vero 11%.
`CCOC(=O)c1ccc(NC(=O)CN2C(=O)C(CC)SC(CC)C2=O)cc1` (stereo not given) gave PhoP GFP inhibition -7%, M. tuberculosis 35%, H37Rv inhibition -10%, influenza NS1A 6% and VEEV TC-83 Vero 0.6%.

6 neighbouring compounds from above:
For O=C(O)COCC(=O)NC1CCN(Cc2ccccc2)CC1 the results were PhoP GFP inhibition 0%, M. tuberculosis -17%, H37Rv inhibition -6% and VEEV TC-83 Vero inactive.
For CCOC(=O)c1ccc2c(c1)nc(SCc1cn3ccsc3n1)n2CC the results were PhoP GFP inhibition 0%, M. tuberculosis 45%, H37Rv inhibition -1%, influenza NS1A -1% and VEEV TC-83 Vero 12%.
Screening COc1ccc(N2C(=O)CNC2=S)cc1 returned PhoP GFP inhibition 0%, M. tuberculosis 28%, H37Rv inhibition 0%, influenza NS1A -6% and VEEV TC-83 Vero 2.4%.
Cc1cc(NS(=O)(=O)c2ccc(NC(=S)NC(=O)c3ccc(F)cc3)cc2)no1 was read as PhoP GFP inhibition 3%, M. tuberculosis 67%, H37Rv inhibition 2%, influenza NS1A 24% and VEEV TC-83 Vero 2.7%.
CS(=O)(=O)N(Cc1ccc(C(=O)NC2CCCC2)cc1)c1ccccc1 was read as PhoP GFP inhibition -4%, M. tuberculosis 4%, H37Rv inhibition 1%, influenza NS1A -5% and VEEV TC-83 Vero 1.1%.
CCC(=O)NCC(c1ccco1)N1CCN(c2ccc(OC)cc2)CC1 (stereo not given) was read as PhoP GFP inhibition 18%, M. tuberculosis 0%, H37Rv inhibition -8%, influenza NS1A -2% and VEEV TC-83 Vero 2.6%.

Additional entries.
O=C(COC(=O)c1ccccc1)Nc1ccc(Cl)cc1C(=O)c1ccccc1 was read as PhoP GFP inhibition -2%, M. tuberculosis -12%, H37Rv inhibition 3%, influenza NS1A -5% and VEEV TC-83 Vero inactive.
COc1cc([N+](=O)[O-])ccc1NC(=O)C[n+]1ccccc1 was read as PhoP GFP inhibition -5%, M. tuberculosis 4%, H37Rv inhibition 30%, influenza NS1A -2% and VEEV TC-83 Vero 0.3%.
`COc1cccc(C(=O)NCCS(=O)(=O)N2CCc3ccccc3C2)c1` gave PhoP GFP inhibition 22%, M. tuberculosis 8%, H37Rv inhibition -3%, influenza NS1A -8% and VEEV TC-83 Vero 0.9%.
CC(NS(=O)(=O)c1cc(C(F)(F)F)ccc1Cl)C(=O)N(C)C1CCN(C)CC1 (stereo not given) was read as M. tuberculosis 14%, H37Rv inhibition 3%, influenza NS1A -20% and VEEV TC-83 Vero 1.3%.
For COC(=O)Nc1c(C(=O)OC)cc(OC)c(OC)c1OC the results were PhoP GFP inhibition 6%, M. tuberculosis 14%, H37Rv inhibition -7%, influenza NS1A 20% and VEEV TC-83 Vero inactive.
Cc1cc(N=Nc2c(O)c3ccccc3[nH]c2=O)ccc1N=Nc1ccc(C(=O)N(C)C)cc1 was read as influenza NS1A -6% and VEEV TC-83 Vero 4.5%.
For Cc1ccc(CNC(=O)c2ccc3c(c2)NC(=O)C(N2CCOCC2)S3)cc1 (stereo not given) the results were PhoP GFP inhibition 4%, M. tuberculosis 18%, H37Rv inhibition -4%, influenza NS1A 15% and VEEV TC-83 Vero 0.1%.
`CCOCCCNC(=S)N1CCCN(c2nc3c(C)c(C)ccc3cc2C#N)CC1` gave influenza NS1A -26% and VEEV TC-83 Vero 5.9%.
Screening CC(C)N(C(=O)CSc1nnc(-c2cc3ccccc3cc2O)n1Cc1ccco1)C(C)C returned PhoP GFP inhibition 5%, M. tuberculosis 23%, H37Rv inhibition -20%, influenza NS1A 2% and VEEV TC-83 Vero 0.1%.
Screening O=C1c2ccccc2N2C(=O)c3ccccc3C2N1Cc1ccco1 (stereo not given) returned PhoP GFP inhibition -4%, M. tuberculosis 11%, H37Rv inhibition -9%, influenza NS1A -2% and VEEV TC-83 Vero 7.4%.
For COC(=O)c1ccc(Nc2cc(C)nc3nc(C)nn23)cc1 the results were PhoP GFP inhibition -9%, M. tuberculosis 5%, H37Rv inhibition 9%, influenza NS1A 6% and VEEV TC-83 Vero 2.6%.
For O=C1CC(c2ccccc2Br)c2cc3c(cc2N1)CCC3 (stereo not given) the results were PhoP GFP inhibition -9%, M. tuberculosis -1% and H37Rv inhibition 0%.
Screening CC(=O)c1cc(-c2ccccc2)n(CC(=O)N2CCC(N3CCCCC3)CC2)c1C returned influenza NS1A 2% and VEEV TC-83 Vero inactive.
Screening CCN(CC)CCCNC(=O)c1ccccc1NC(=O)C1=CSCCO1 returned PhoP GFP inhibition 7%, M. tuberculosis -7%, H37Rv inhibition -2%, influenza NS1A 7% and VEEV TC-83 Vero inactive.
Screening Cc1ccccc1CCNC(=O)CCn1nc(C)c2c(C)n(-c3ccccc3)nc2c1=O returned PhoP GFP inhibition 1%, M. tuberculosis 1%, H37Rv inhibition 7%, influenza NS1A -3% and VEEV TC-83 Vero 2.5%.
`O=C(c1cc(C2CC2)on1)N1CCN(C(c2ccccc2)c2ccccc2)CC1` gave PhoP GFP inhibition -11%, M. tuberculosis -12%, H37Rv inhibition -11%, influenza NS1A 7% and VEEV TC-83 Vero 0.7%.
For Cc1cccc(-n2c(N)cc(=O)[nH]c2=S)c1C the results were PhoP GFP inhibition 20%, M. tuberculosis -15%, H37Rv inhibition -7%, influenza NS1A 5% and VEEV TC-83 Vero inactive.
Screening COc1ccc(C(=O)Nc2ccc3nc(N4CCCCC4)cc(C)c3c2)cc1OC returned PhoP GFP inhibition 2%, M. tuberculosis 64%, H37Rv inhibition inconclusive, influenza NS1A -5% and VEEV TC-83 Vero 6.1%.
For N#Cc1ccsc1NC(=O)CN1CCN(c2ccccc2)CC1 the results were PhoP GFP inhibition -2%, M. tuberculosis -9%, H37Rv inhibition -5%, influenza NS1A -2% and VEEV TC-83 Vero 1.8%.
For O=C(CS(=O)(=O)c1ccc(C(F)(F)F)cn1)NNC(=O)c1ccccc1 the results were PhoP GFP inhibition -1%, M. tuberculosis 4%, H37Rv inhibition 1%, influenza NS1A -1% and VEEV TC-83 Vero inactive.
For Cn1c(SCC(=O)N2CCCCC2)nnc1-c1ccc(S(=O)(=O)N2CCOCC2)cc1 the results were PhoP GFP inhibition 2%, M. tuberculosis -19%, H37Rv inhibition 5%, influenza NS1A 4% and VEEV TC-83 Vero 0.9%.
Cc1cc(-c2ccccc2)nc(N(C)NC(=O)c2cccc(C(F)(F)F)c2)c1S(C)(=O)=O was read as PhoP GFP inhibition -7%, M. tuberculosis -7%, H37Rv inhibition -2%, influenza NS1A -2% and VEEV TC-83 Vero 1.6%.
`O=C(CSc1nc(-c2ccccc2)cc(=O)[nH]1)N1CCOCC1` gave PhoP GFP inhibition 1%, M. tuberculosis 16%, H37Rv inhibition -6%, influenza NS1A 0% and VEEV TC-83 Vero 1.1%.
For CNc1nc(OC)nc(N2CCOCC2)n1 the results were PhoP GFP inhibition 5%, H37Rv inhibition -9%, influenza NS1A 8% and VEEV TC-83 Vero 0.7%.
`O=C(Nc1nc(-c2ccccc2)cs1)c1ccc(S(=O)(=O)N2CCc3ccccc32)cc1` gave PhoP GFP inhibition -5%, M. tuberculosis 34%, H37Rv inhibition -7%, influenza NS1A 30% and VEEV TC-83 Vero 1.8%.
Screening Cc1[nH]c2ccccc2c1N=Nc1ccc(F)cc1 returned PhoP GFP inhibition 22%, M. tuberculosis 31%, H37Rv inhibition inconclusive, influenza NS1A 22% and VEEV TC-83 Vero 1.8%.
For CCCCn1c(N)c(N(CCC(C)C)C(=O)c2cc(CC)c(C)s2)c(=O)[nH]c1=O the results were PhoP GFP inhibition -4%, M. tuberculosis 22%, H37Rv inhibition -3%, influenza NS1A -7% and VEEV TC-83 Vero 1.5%.
For CC(NC(=O)c1cc2c(=O)n3ccccc3nc2n(CC2CCCO2)c1=N)c1ccccc1 (stereo not given) the results were PhoP GFP inhibition 11%, M. tuberculosis -21%, H37Rv inhibition 3%, influenza NS1A 7% and VEEV TC-83 Vero 1.5%.
For O=C(NCCCN1CCOCC1)c1cccc(S(=O)(=O)N2CCN(c3ccccc3)CC2)c1 the results were PhoP GFP inhibition -3%, M. tuberculosis 0%, H37Rv inhibition -6%, influenza NS1A -1% and VEEV TC-83 Vero 0.8%.
`CCC(C)c1ccc(NC(=S)Nc2ccc(OC)cc2)cc1` (stereo not given) gave PhoP GFP inhibition -5%, M. tuberculosis inconclusive, H37Rv inhibition inconclusive, influenza NS1A -2% and VEEV TC-83 Vero inactive.
Screening Cc1nc(NC(=O)c2ccc(Br)o2)ccc1Br returned influenza NS1A 22% and VEEV TC-83 Vero 3.4%.
NC1=NC(=O)CC(C(=O)NCCc2ccccc2)S1 (stereo not given) was read as PhoP GFP inhibition 1%, M. tuberculosis 43%, H37Rv inhibition 8%, influenza NS1A -8% and VEEV TC-83 Vero inactive.
`CC(=O)Nc1ccc(NC(=O)C(C)OC(=O)CCSc2ccccc2Cl)cc1` (stereo not given) gave M. tuberculosis -8%, H37Rv inhibition -3%, influenza NS1A 6% and VEEV TC-83 Vero 2.0%.
Screening COC(=O)CC1C(=O)NCCN1C(=O)NC1CCCCC1 (stereo not given) returned PhoP GFP inhibition -6%, M. tuberculosis -4%, H37Rv inhibition 6%, influenza NS1A 17% and VEEV TC-83 Vero 1.4%.
`COc1ccc(C(C)(C)NC(=O)C2CCC(=O)N(C3CC3)C2)cc1OC` (stereo not given) gave PhoP GFP inhibition -4%, M. tuberculosis 3%, H37Rv inhibition -9%, influenza NS1A 17% and VEEV TC-83 Vero 1.5%.
O=S(=O)(NCc1ccc2c(c1)OCO2)c1ccc(F)cc1 was read as PhoP GFP inhibition -9%, M. tuberculosis -2%, H37Rv inhibition 11%, influenza NS1A -2% and VEEV TC-83 Vero inactive.
COc1ccc(OC)c(NC(=O)c2cccc3c2C(=O)N(C2CCCCC2)C3)c1 was read as PhoP GFP inhibition -10%, M. tuberculosis 53%, H37Rv inhibition 7%, influenza NS1A -3% and VEEV TC-83 Vero 9.7%.

2 entries picked at random from the list so far:
Screening COc1ccc(C(=O)Nc2ccc3nc(N4CCCCC4)cc(C)c3c2)cc1OC returned PhoP GFP inhibition 2%, M. tuberculosis 64%, H37Rv inhibition inconclusive, influenza NS1A -5% and VEEV TC-83 Vero 6.1%.
`COc1ccc(C(C)(C)NC(=O)C2CCC(=O)N(C3CC3)C2)cc1OC` (stereo not given) gave PhoP GFP inhibition -4%, M. tuberculosis 3%, H37Rv inhibition -9%, influenza NS1A 17% and VEEV TC-83 Vero 1.5%.
